Screens: PubChem BioAssay, IUPUI and University of Michigan
ST2 IL33 inh: inhibitors of human ST2 (IL1RL1) binding to IL-33; AlphaLISA ST2-Fc/biotin-IL-33 interaction, 1 h; inhibition, % for hits at 17 µM; 2.3% of 78,000 active; in the data active means inhibition above about 30%; inconclusive means mostly about 10% to 28%
Target sequence (Q01638 whole entry, looked up): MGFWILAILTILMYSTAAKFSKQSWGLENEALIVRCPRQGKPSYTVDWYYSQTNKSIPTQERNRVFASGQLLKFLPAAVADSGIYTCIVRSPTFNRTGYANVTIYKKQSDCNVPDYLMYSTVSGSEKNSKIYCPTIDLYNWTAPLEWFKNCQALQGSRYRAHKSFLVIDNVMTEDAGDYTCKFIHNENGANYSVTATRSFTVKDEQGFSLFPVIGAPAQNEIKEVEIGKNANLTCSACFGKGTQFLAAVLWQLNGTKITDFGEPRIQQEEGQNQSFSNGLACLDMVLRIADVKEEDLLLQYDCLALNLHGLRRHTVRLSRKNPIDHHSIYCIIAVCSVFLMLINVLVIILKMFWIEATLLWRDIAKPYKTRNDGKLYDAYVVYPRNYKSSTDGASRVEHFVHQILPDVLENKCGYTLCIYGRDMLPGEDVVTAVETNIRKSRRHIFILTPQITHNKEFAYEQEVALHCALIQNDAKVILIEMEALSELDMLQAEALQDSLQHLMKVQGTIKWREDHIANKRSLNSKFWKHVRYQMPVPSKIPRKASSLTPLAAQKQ
The depositor's hits bear a star; i = inactive; u = inconclusive. These rows are one share of the data, so the mix of outcomes need not match the whole.

SMILES	ST2 IL33 inh
CCN(CC)Cc1cnc2c(C(=O)Nc3ccc4c(c3)COC4)cnn2c1	u
Oc1cccc(CN2CCN(C/C=C/c3ccccc3)CC2)c1	u
CCC(CC)C(=O)N1C[C@@H]2OCC(=O)N(Cc3ccccc3)[C@@H]2C1	u
CNCC(=O)N1CCCC1c1nc(C(C)C)no1 (stereo unspecified)	u
CN(Cc1ccccc1)S(=O)(=O)c1cccc2nsnc12	i
Cc1ccccc1-n1nc2c(c1NC(=O)c1ccco1)CSC2	i
OC(COCc1ccccc1)CN1CCN(c2ccccc2F)CC1 (stereo unspecified)	i
COc1cc(SC)ccc1C(=O)N[C@@H]1C=C(C(=O)N[C@H](C)C(N)=O)C[C@@H](O)[C@@H]1O	i
CN(C)c1ccc(C(=O)N2N=C(c3cccc(Br)c3)CC2(O)C(F)(F)F)cc1 (stereo unspecified)	i
Cc1ccc(NC(=O)CN(c2ccc(C)c(Cl)c2)S(C)(=O)=O)c(C)c1	i
COc1ccc(C2C3=C(CCCC3=O)Nc3nc(SC)[nH]c(=O)c32)cc1OC (stereo unspecified)	u
O=C1NN(c2ccc(F)cc2)C(=O)/C1=C\c1cccc([N+](=O)[O-])c1	u
O=C1NCC(=O)N2CCN(C(=O)CCc3cccnc3)CC12 (stereo unspecified)	i
CCC(=O)N1CCc2cc(Br)cc(S(=O)(=O)NCCCOC(C)C)c21	u
COc1ccc(CNS(=O)(=O)c2c(C)n[nH]c2C)cc1	i
CC(C)(C)c1ccc(-c2cc(C[C@H]3CNCC[C@H]3CC(=O)NCCN3CCOCC3)no2)cc1	u
CCCCNS(=O)(=O)c1cccc2cccnc12	u
Cc1cc(Cl)ccc1N=Cc1nc(-c2ccc(Br)cc2)oc1O	u
CC(C)CN1CCNC(=O)C1CC(=O)N(C)Cc1cccc2cccnc12 (stereo unspecified)	79.0%*
COc1ccc2c(c1)c(C(C)=O)c(C)n2-c1cccc(Br)c1	i
CCc1ccc(NC(=O)C2Cc3ccccc3C(=O)O2)cc1 (stereo unspecified)	i
COC(=O)c1c(C)oc2ccc(OCc3ccccc3)cc12	i
CC(C)(C)NC(=O)CCN1C(=O)c2ccccc2C1=O	i
COC(=O)c1cccc(CN2CCC(n3nc(C)cc3C)C2)n1 (stereo unspecified)	i
O=C(CCOc1ccccc1)Nc1ccnn1C1CCN(C(=O)C2=CCCCC2)CC1	i
CC(C)NC(=O)C[C@@H]1O[C@H](CNC(=O)c2ccccc2)[C@@H](O)[C@H]1O	i
CCOC(CCNC(=O)Cc1c(C(=O)O)[nH]c2ccc(Cl)cc12)OCC	i
CCOc1ccc(NC(=O)CSC2=NS(=O)(=O)c3ccccc32)cc1	i
O=C(O)C(F)(F)C12OC3C4C5CC(C6C5C3C61)C42 (stereo unspecified)	i
Cc1ccc(S(=O)(=O)Nc2ccc3oc4c(c3c2)CCCC4)c(C)c1	i
Cc1cccnc1CN1CCN(Cc2cnc(-c3ccco3)nc2)CC1	u
Fc1ccccc1-c1noc(-c2ccc(NCCc3cscn3)nc2)n1	u
COc1ccc(S(=O)(=O)Nc2cc(C(C)C)c(O)c(C(C)C)c2)cc1	i
COc1ccc(OC)c(NC(=O)CSc2nnc(-c3ccc(Cl)cc3Cl)n2N)c1	i
CCNc1nnc(-c2ccncc2)s1	i
CC1(C)Cc2c(cnn2-c2ccc(F)cc2)C(NC(=O)Cn2cnc3ccccc32)C1 (stereo unspecified)	u
COc1ccccc1CNCc1cc(OC)c(OC)cc1OC	i
CCOc1ccc(S(=O)(=O)N(CC(=O)NCc2ccncc2)c2ccccc2)cc1	i
COc1ccccc1CN1CCCCCC1	i
CC/C=C(\C)c1c(-c2ccccc2)ncn1CC(O)CO (stereo unspecified)	u
Cc1ccc(-c2ccc(CN3CCC(n4cc(CO)nn4)CC3)cc2)o1	u
Cc1nc2ccccc2n1C1CC(=O)N(c2ccc(Br)cc2)C1=O (stereo unspecified)	u
CCCn1ncc(C(=O)NCCN2CCc3ccccc3C2)c1C	u
O=C(CCc1nc(-c2ccccc2F)no1)NCc1cccnc1	u
COc1ccc(S(=O)(=O)CCO)cc1N	i
COc1cnn(-c2cccc(Cl)c2)c(=O)c1Cl	i
Cc1ccc2nc3c(cc(C#N)c(=N)n3CCCn3ccnc3)c(=O)n2c1	u
CC(=O)Nc1ccc(C(=O)Nc2ccccc2C)cc1	u
O=C1NCCN2CCN(C(=O)CNS(=O)(=O)c3cccs3)CC12 (stereo unspecified)	i
Cc1n[nH]c(C)c1S(=O)(=O)N1CCOCC1	i
Cc1cccc(-n2nc3c(c2NC(=O)c2ccco2)CS(=O)C3)c1C (stereo unspecified)	i
COc1ccc(N=Cc2cc(Br)ccc2O)c(OC)c1	u
Nc1ccccc1-c1nnc(SCc2ccccc2F)[nH]c1=O	i
N#CC1=C(N)OC2=C(C(=O)CC(c3ccccc3)C2)C1c1ccc([N+](=O)[O-])cc1 (stereo unspecified)	i
CC1=C[C@@H](CNC(=O)c2cccnc2)[C@H](C(C)C)C[C@H]1CC(=O)NCc1ccc(C#N)cc1	i
Cn1cc(C(=O)N2CCC(C(N)=O)CC2)c2c3ccccc3n(C)c2c1=O	i
Cc1nc(SC(C)C(=O)O)c2c(=O)n(C)c(=O)n(C)c2n1 (stereo unspecified)	i
COc1ccc(C(=O)Nc2ccccc2Cl)cc1Cl	i
Nc1ccc(/C=C/C2C=CC=CC2)cc1 (stereo unspecified)	47.0%*
O=C(NCCNc1cccnc1)C1CCCN(C2CCN(C(=O)C3CC3)CC2)C1 (stereo unspecified)	i

In another format: entries from further up.
Cc1ccc(NC(=O)CN(c2ccc(C)c(Cl)c2)S(C)(=O)=O)c(C)c1
  ST2 IL33 inh: i

COc1ccc(C2C3=C(CCCC3=O)Nc3nc(SC)[nH]c(=O)c32)cc1OC (stereo unspecified)
  ST2 IL33 inh: u

O=C1NN(c2ccc(F)cc2)C(=O)/C1=C\c1cccc([N+](=O)[O-])c1
  ST2 IL33 inh: u

O=C1NCC(=O)N2CCN(C(=O)CCc3cccnc3)CC12 (stereo unspecified)
  ST2 IL33 inh: i

Other entries:
SMILES	ST2 IL33 inh
Cc1cc(-c2nn(-c3ccccc3F)cc2CN(Cc2nccn2C)C(C)C)c(C)s1	i
O=C(CSc1nc2ccccc2o1)NCCC12CC3CC(CC(C3)C1)C2	i
Cc1ccc(C(=O)O)cc1NS(=O)(=O)c1ccc2c(c1)c(=O)n(C)c(=O)n2C	i
CC1(NC(=O)Nc2cccc([N+](=O)[O-])c2)CCS(=O)(=O)C1 (stereo unspecified)	i
Cc1ccccc1NC(=O)c1cccnc1	i
CC(=O)c1sc2[nH]c(=O)n(-c3ccc(Cl)cc3)c(=O)c2c1C	u
COc1cc(NC(=O)N2C[C@@H]3C[C@H](C2)c2ccc(NS(=O)(=O)c4ccc(C)cc4)c(=O)n2C3)cc(OC)c1	i
COc1cccc(OC)c1C(=O)Nc1ccccc1Br	i
CCOc1nc(SCCOc2ccccc2)nc(N(C)C)n1	i
CN(CCCC(=O)O)c1nc(-c2cccc([N+](=O)[O-])c2)cs1	i
COc1ccc(-c2nc3cnccn3c2Nc2ccc3c(c2)OCO3)cc1	i
CCOc1ccc2nc(CNC(C)c3cnn(-c4ccccc4)c3C)ccc2c1 (stereo unspecified)	i
COc1ccc(-c2noc([C@@H]3Cc4nc[nH]c4CN3C(=O)Nc3ccc(C)cc3)n2)cc1	i
O=C(NCc1ccco1)N1CCC(Cn2cc(-c3ccsc3)nn2)CC1	i
CCOc1cccc2cc(C(N)=O)c(=Nc3ccc(-c4ccccc4)cc3)oc12	i
O=C(Cc1ccc([N+](=O)[O-])cc1)NCc1ccc2c(c1)OCO2	i
CC(NC(=O)c1cccs1)C(c1cccs1)N1CCN(c2ccccc2)CC1 (stereo unspecified)	i
c1cc(-c2ccc(CN(Cc3ccsc3)CC3CCCO3)o2)[nH]n1 (stereo unspecified)	i
CCn1c(C(=O)O)c(CC(=O)Nc2ccc3c(c2)OCCO3)c2ccccc21	i
O=C1[C@@H]2[C@H](C(=O)N1c1cccc(Cl)c1)[C@H]1C=C[C@@H]2C12CC2	i

A draw from above in order of formula weight, rising.
SMILES	ST2 IL33 inh
O=C(Cc1ccc([N+](=O)[O-])cc1)NCc1ccc2c(c1)OCO2	i
c1cc(-c2ccc(CN(Cc3ccsc3)CC3CCCO3)o2)[nH]n1 (stereo unspecified)	i
CCOc1ccc2nc(CNC(C)c3cnn(-c4ccccc4)c3C)ccc2c1 (stereo unspecified)	i
COc1ccc(-c2noc([C@@H]3Cc4nc[nH]c4CN3C(=O)Nc3ccc(C)cc3)n2)cc1	i

The list goes on.
SMILES	ST2 IL33 inh
O=C(NCCCN1CCOCC1)c1cc(-c2ccc(Br)cc2)on1	u
CC(C)C(NS(=O)(=O)c1cccs1)C(=O)N1CCN(c2ccccc2F)CC1 (stereo unspecified)	u
N#CC1=C(N)Oc2cc(O)ccc2C1c1ccc(F)cc1 (stereo unspecified)	u
CCN(CC)S(=O)(=O)c1cc(Cl)c(OC)cc1Cl	i
COCC1(C(=O)N2CC[C@@H](c3ccc4c(c3)OCO4)[C@H](O)C2)CCC1	u
CC1(C)[C@H]2CC=C(CN3CCN(c4ccc([N+](=O)[O-])cc4)CC3)[C@@H]1C2	42.0%*
O=C(C[C@@H]1O[C@H](CNCc2ccc(F)cc2)[C@@H](O)[C@H]1O)N1CCN(c2ccccc2)CC1	i
CC1(C)CC(=O)c2cc(OCC(=O)NCCCN3CCCC3)ccc2O1	i
CN(Cc1ccccc1)c1ncccc1CNC(=O)C1(C)CCCO1 (stereo unspecified)	35.0%*
O=C(CN(Cc1ccccc1)S(=O)(=O)c1ccc(Br)cc1)NCc1ccccn1	i
CCN(CC)C(=O)C1=C(C)Nc2nc3ccccc3n2C1c1ccc(Cl)cc1 (stereo unspecified)	i
O=C(O)CNc1cc(-c2ccccc2C(F)(F)F)c2cc[nH]c2n1	i
O=C(O)c1cccc(NCc2cccc(OCc3ccccc3)c2)c1	i
O=C(/C=C/c1cc(F)ccc1F)NCC1Cc2cc(-c3cncnc3)cc(Cl)c2O1 (stereo unspecified)	i
CN(Cc1cc(-c2ccncc2)no1)Cc1ccnc2ccccc12	u
N#CCCn1nc(-c2ccccc2)cc1-c1ccccc1	i
O=c1oc2ccccc2cc1-c1nnc(-c2ccccc2O)o1	i
Cc1ccc(S(=O)(=O)c2nc(-c3ccco3)oc2SCC(=O)NC2CCCCC2)cc1	i
COc1ccccc1NS(=O)(=O)c1cccc(C(=O)Nc2ccccc2[N+](=O)[O-])c1	u
CC1CCCC(C)N1CCNC(=O)C1CCN(S(=O)(=O)N2CCCCC2)CC1 (stereo unspecified)	i

6 records picked at random from the list so far:
SMILES	ST2 IL33 inh
CC1(C)CC(=O)c2cc(OCC(=O)NCCCN3CCCC3)ccc2O1	i
O=C(C[C@@H]1O[C@H](CNCc2ccc(F)cc2)[C@@H](O)[C@H]1O)N1CCN(c2ccccc2)CC1	i
CCN(CC)C(=O)C1=C(C)Nc2nc3ccccc3n2C1c1ccc(Cl)cc1 (stereo unspecified)	i
N#CC1=C(N)Oc2cc(O)ccc2C1c1ccc(F)cc1 (stereo unspecified)	u
CCN(CC)S(=O)(=O)c1cc(Cl)c(OC)cc1Cl	i
O=C(NCCCN1CCOCC1)c1cc(-c2ccc(Br)cc2)on1	u

Next section
SMILES	ST2 IL33 inh
CCCc1ccc(OCC(O)CN2CC(C)OC(C)C2)cc1 (stereo unspecified)	i
CCC(C)OC(=O)C1=C(C)NC2=C(C(=O)C(C(=O)OC)C(C)C2)C1c1ccc(O)cc1 (stereo unspecified)	i
COc1ccc2nc(Nc3ccccc3)sc2c1	i
CCOC(=O)N1CCC(NC(C)c2ccccc2-n2cccn2)CC1 (stereo unspecified)	u
COCCc1nc2ccc(C(=O)N3CCN(c4nc(C)cnc4C)CC3)cc2o1	i
COc1ccc(OC)c(C2NC(=O)c3c(sc4c3CCN(C)C4)N2)c1 (stereo unspecified)	i
CCN1CCN(C(=O)c2ccc(CS(=O)(=O)c3ccc(OC)cc3)o2)CC1	i
Cc1ccc(CN(C)C(=O)C2CC(C(C)C)=NO2)o1 (stereo unspecified)	i
Cc1ccc(N2NC(=O)/C(=C/c3ccc(C)c([N+](=O)[O-])c3)C2=O)cc1Cl	i
NC(=O)c1cnc2n1CCN(C(=O)c1cccc3c1NCCC3)C2	u
CCC(=O)N1CCc2cc(S(=O)(=O)NC(Cc3ccccc3)C(=O)NC3CCCC3)ccc21 (stereo unspecified)	i
CCCCOc1ccc(C(=O)Nc2ccc(Nc3nc(C)cc(Nc4ccc(C)cc4)n3)cc2)cc1	u
O=C(CSc1cccc2cccnc12)NC1CCCCC1	i
CCCCN(C)S(=O)(=O)c1ccc(C(=O)Nc2nnc(-c3ccccc3Cl)o2)cc1	u
Cc1onc(-c2ccccc2)c1C(=O)NC1CCCCC1	u
COc1ccc(S(=O)(=O)Nc2ccc(-c3csc(C)n3)cc2)cc1	i
CC(C)c1ccc(Nc2nnc(Cc3ccccc3Cl)c(=O)[nH]2)cc1	i
COc1ccc(-c2c3c(=O)n(C)c(=O)n(C)c3c3c(-c4ccccc4)cc(C)nn23)cc1	31.0%*
Cc1cccc2nc(C(=O)N3CC(c4ccncc4)C3)cn12	i
Cc1ccc(C(=O)N2CCCC2)cc1[N+](=O)[O-]	i
COCCN(Cc1cccs1)C(=O)C1=NN(C)C(=O)CC1	u
Cc1ccc(NC(=O)CN2CCCN(Cc3ccccc3)S2(=O)=O)cc1F	i
CC1CCN(c2nnc(-c3ccccc3)c3ccccc23)CC1	u
O=C(NCCSc1c[nH]c2ccccc12)c1ccc(Br)cc1	i
COC(=O)c1cc2c(s1)CN(C1CCC(C)CC1)C2 (stereo unspecified)	i
O=C(COc1ccccc1Cl)N1CCN(c2ccc(F)cc2)CC1	u
O=S(=O)(CCOc1ccccc1)N1CCOCC1	u
O=[N+]([O-])c1c(Sc2ncnc3nc[nH]c23)ccc2nsnc12	u
CCCOc1ccc(C(=O)N2CCN(c3ccc([N+](=O)[O-])cc3)CC2)cc1	u
O=C(C1CC1)N1N=C(c2cccc(Br)c2)CC1(O)C(F)(F)F (stereo unspecified)	i
COc1cccc(-c2n[nH]c3c2CN(C(=O)c2cc(C(C)C)no2)CC3)c1	i
Cc1cc(N2CCc3[nH]nc(C(C)C)c3C2)nc(-c2cccnc2)n1	i
COc1c(S(=O)(=O)N2CCN(Cc3ccccc3)CC2)ccc(Cl)c1Cl	u
Fc1ccc(C2CC(c3ccc(OCc4ccccc4)cc3)n3ncnc3N2)cc1 (stereo unspecified)	i
